# Tb PFK block: blocks T. brucei phosphofructokinase; O15648; T. brucei PFK, ADP-Glo luminescence; Potency, µM (top dose mostly 57.5 µM), for inactives: at the top dose activity, negative = inhibition, usual class: inhibitors; 330,000 tested, 0.17% active;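 further: potency means the concentration at half of the fitted maximal effect; 0% = uninhibited 1x PFK enzyme wells and -100% = no-enzyme wells; nearly all actives have a fitted effect of over 60% in size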
#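 Activity is normalized to no-enzyme wells (full inhibition) and 1.25 nM enzyme wells (no inhibition). Reaction: 0.5 mM F6P, 0.1 mM ATP, 45 min RT, ADP-Glo luminescence; concentration-response curves fitted and classed by quality.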
# A-T KAP1 phos: potential ataxia-telangiectasia treatments restoring KAP-1 phosphorylation; Potency, µM (highest dose often 57.5 µM), inactives show at the top dose activation, usual class: activators; […] A-T fibroblasts, KAP-1 phosphorylation AlphaLISA; neocarzinostatin DNA damage 30 min before lysis; 320,000 tested, 0.19% active; further: potency means the concentration at half of the fitted maximal effect; % of control where 0% means no effect; nearly all actives have a fitted effect of over 45% in size
#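 hTERT-immortalized A-T patient fibroblasts ([…]), 500 cells/well in OPTI-MEM, 1% FBS, got compounds for 60 min, then NCS for 30 min at 37C. Lysates were then assayed for phospho-KAP-1 by AlphaLISA (anti-pKAP1 donor, anti-KAP1 acceptor beads), 6 hr at 25C.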
# hERG WT inh: blocks the wildtype human KCNH2 potassium channel; U2OS, BacMam KCNH2, thallium flux FluxOr; active compounds read low; activity change, % at 1.84 µM; 340,000 tested, 0.37% active; Q12809;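 active means maximum activity change below -70%; inconclusive means maximum activity change between -70% and -50%; inactive means maximum activity change above -50%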; further: on the % scale 0 is the no-effect control and ±100 the full control effect
#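 U2OS cells were transduced with wild-type KCNH2 virus (2.03 x 10^8 / mL) for 4 h at room temperature, then cultured overnight at 37 C. Thallium flux was read with FluxOr dye. Rate constants were normalized to DMSO controls.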
# GALK inh: galactokinase (human) inhibition | Potency, µM (doses to about 57.5 µM), inactives show top-dose activity change, negative = inhibition, actives largely listed as inhibitors | P51570 | AID 1868 | Purified GALK, Kinase-Glo residual ATP luminescence | 270,000 tested, 0.007% active; further: potency means the concentration at half of the fitted maximal effect; on the % scale 0 is the no-effect control and ±100 the full control effect
#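 Compounds were pin-transferred into ATP buffer (35 uM final), then GALK plus galactose (5 nM, 100 uM final) was added. After 1 h at room temperature, Kinase-Glo Plus was added and luminescence read after 10 min.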
# Giardia kill: kills Giardia lamblia; Giardia lamblia trophozoite viability; activity change, % at 7.66 µM, hits read low; 340,000 tested, 0.15% active; AID 540267; in the data active means activity change below about -80%; inconclusive means between about -30% and that limit;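 further: parasites exposed to compound for two days anaerobically before the ATP read; on the % scale 0 is the no-effect control and ±100 the full control effect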
#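 Giardia trophozoites, 100 cells per well, were exposed to compounds for 48 hrs at 37 deg C under anaerobic conditions; viability was then read as ATP content by bioluminescence after 15-30 min at room temperature.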
# TSHR antag: blocks TSH signaling through the human TSH receptor | AID 504810 | activity change, negative = inhibition, % at 11.5 µM | TSHR-expressing cells, TSH-stimulated cAMP HTRF, 2 h; active compounds read low | P16473 | 330,000 tested, 0.2% active;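 active means activity change below a set negative limit, meaning inhibition stronger than a set level, cut at about -70% in these data; inconclusive means activity change between two set negative limits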; further: on the % scale 0 is the no-effect control and ±100 the full control effect
#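 Freshly harvested TSHR cells receive pin-tooled compound, then EC80 TSH at 4nM final. After 2 hours at 37 deg C, antibody in lysis buffer and cAMP-d2 are added; 30 minutes at ambient temperature precede the HTRF read.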
# TCR activator: activates T cell receptor signaling; primary human leukocytes, anti-CD3, IL-2 HTRF, 48 h; Potency, µM (highest dose often 9.22 µM), without a hit: at the top dose activation of IL-2 secretion, usual class: activators; 330,000 tested, under 10 active; further: % of control where 0% means no effect
#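 Using a-CD3 beads without co-stimulation, primary human leukocytes were exposed to compounds for 48 hr. An HTRF IL-2 kit measured the cytokine, with europium-to-d2 energy transfer producing emission at 665nm upon 320nm excitation.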
# FBPA coupling cs: coupling enzyme interference in Giardia aldolase counter-screen; coupling enzyme system counterscreen, AmpLite Red fluorescence; 290,000 tested, 0.67% active; activity change, negative = inhibition, % at 58.2 µM, hits read low; AID 2472; in the data active means activity change below about -30%; further: on the % scale 0 is the no-effect control and ±100 the full control effect
#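 Fluorescence at 525 nm excitation and 598 nm emission measured inhibition of the coupled detection system without aldolase. Compounds (at 57.5 uM final) were preincubated 10 min at room temperature with coupling enzyme reagent before a 20 min substrate/AmpLite Red step.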
# MLL CXXC-DNA inh: MLL CXXC-DNA interaction inhibition; Q03164; MLL-CXXC / FITC-HOXA9 DNA fluorescence polarization; Potency, µM (series often up to 115 µM), for the others: at the top dose activity change, negative = inhibition, hits mostly inhibitors; 290,000 tested, 0.037% active; AID 2662; active means well fitted inhibition curve with a large enough effect in the polarisation, with a control signal flat, not every such curve was filed as active; inconclusive means small, poorly fitted or top-dose-only effect, or effect the other way, or a change in a side signal; inactive means no such curve, though single readings can be large or run the other way; the % refers to the polarisation; further: potency means the concentration at half of the fitted maximal effect
#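 Fluorescence polarization: 7 uM MLL-CXXC (stock) preincubated 5 min with compounds, then 50 nM fluorescein-HOX-A9 DNA (stock) added; 30 min ambient. Buffer 50 mM Tris-HCl pH 7.5, 50 mM NaCl, 1 mM DTT, 0.05% BSA.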
# Chronic BCR inh: chronic active BCR signaling inhibition; ABC-DLBCL IkBa-CBG/CBR reporter, luminescence ratio, 4 h; Potency, µM (top dose mostly 46.1 µM), inactives show at the highest dose ratio change, negative = lower green/red ratio, hits mostly inhibitors; 340,000 tested, 0.05% active; active means well fitted inhibition curve with a large enough effect in the signal ratio, with a control signal flat, not every such curve was filed as active; inconclusive means small, poorly fitted or top-dose-only effect, or effect the other way, or a change in a side signal; the % refers to the signal ratio;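 further: potency means the concentration at half of the fitted maximal effect; plate controls were basal doxycycline-induced cells for no effect and cells given 10 µM MG132 for full effect; MG132 reads +100%, hits lower the ratio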
#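 Doxycycline induced both beetle luciferases in TMD8 lymphoma cells; IKK-driven degradation limits the IkappaBalpha-fused green signal, while red luminescence normalises for cell number and nonspecific effects. Compounds tested up to 46 uM, 4 hrs.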
# The depositor's hits bear a star; i = inactive; ? = inconclusive; · = no result given; [ ] = dose if it differs, or a comment. Unless noted, the call rests on the fitted dose curve; in most records, active means well fitted curve in the direction sought with a large enough effect; inconclusive means small, poorly fitted or top-dose-only effect, or another doubt; inactive means no such curve, though single readings can be large; an effect the other way counts as inactive or inconclusive.
SMILES	Tb PFK block	A-T KAP1 phos	hERG WT inh	GALK inh	Giardia kill	TSHR antag	TCR activator	FBPA coupling cs	MLL CXXC-DNA inh	Chronic BCR inh
Cc1ccc(C(=O)Nc2cccc(-c3ccc(N4CCOCC4)nn3)c2)cc1	0%	2%	-2	·	33[activator]	-13	2%	·	·	0%
CCN(CC)S(=O)(=O)c1cccc(C(=O)OCC(=O)Nc2ccccc2OC(F)F)c1	0%	5%	45	-1%	1	-8	1%	0	-3%	-15%
COc1ccc(CCNC(=O)c2cccc3ccccc23)cc1OC	-1%	0%	5	3%	-18	1	11%	0	2%	-3%
Cc1cccc(CS(=O)(=O)Cc2ccc(C(=O)NCc3ccco3)o2)c1	-3%	6%	9	0%	7	36	-2%	4	5%	14%
CCCNc1c(NC(=O)C2CCC(C)CC2)c(=O)oc2ccccc12 (stereo not drawn)	0%	1%	-4	7%	-4	4	3%	·	-4%	-11%
N#Cc1c(-c2ccc(Br)cc2)nc2n(c1=O)CCCS2	3%	·	10	1%	4	0	-45%	5	22%	-2%
Cc1cccc(-c2nnc(SCC(=O)NC3CC3)n2C)c1	11%	9%	-1	-1%	20	3	7%	·	-23%	?
CC(=O)NCC(O)c1ccc([N+](=O)[O-])cc1 (stereo not drawn)	-7%	-3%	4	1%	-12	4	1%	2	1%	-1%
CCOc1ccccc1NC(=O)CCNS(=O)(=O)c1cccc2nsnc12	-1%	-4%	-2	-3%	3	-13	0%	-2	-5%	6%
Cc1ccc(C)c(N2CCN(S(=O)(=O)c3ccc(-c4cc(C)no4)s3)CC2)c1	1%	-9%	-5	4%	29	8	-12%	·	11%	?
Cc1cnc(NC(=O)COc2cccc3c2OC(C)(C)C3)s1	-7%	0%	2	·	-7	-17	3%	4	-3%	15%
CCc1ccc(NS(=O)(=O)c2cc(OC)ccc2OC)cc1	3%	2%	-3	3%	6	-13	1%	0	7%	1%
CCCNC(=O)COC(=O)c1cc2c(=O)n3ccccc3nc2s1	0%	2%	1	2%	-11	19	-1%[46.1 µM]	7	8%	11%
CC(=O)Nc1ccc(S(=O)(=O)N2CCC(N3CCCC3)CC2)cc1	-1%	0%	1	-3%	-26	40	-3%	·	27%	0%
O=C(Nc1ccccc1)O/N=C1/CCCc2occc21	1%	-9%	-5	2%	-12	-4	-2%	-1	-5%	9%
O=C(CSc1ccc(-c2ccco2)nn1)N1CCCCCC1	0%	4%	-8	-1%	-7	-1	-2%	1	8%	?
CC1CCN(c2nc3ccccc3nc2C(C#N)C(=O)NC2CCCCC2)CC1 (stereo not drawn)	0%	3%	·	-3%	·	-10	·	-1	10%	?
O=C(CSc1ccccc1F)NNC(=O)c1cncc(Br)c1	0%	5%	-13	·	-16	·	-1%	·	·	-5%
Cc1ccc(-c2nnn(CC(=O)N(CC(=O)NC3CCCCC3)c3ccccc3F)n2)o1	-19%	5%	-20	12%	7	14	-4%	-2	5%	-8%
Cc1ccc(CNS(=O)(=O)c2ccc(C(C)(C)C)cc2)n1C	17%	-9%	-3	3%	7	·	-6%	1	-1%	?
CCN(CC)C(=O)C1CCN(Cc2ccc(OCc3ccccc3)cc2)CC1	-3%	2%	2	-3%	-18	-1	3%	0	-3%	-1%
CC(C)CC(=O)N1CCN(Cc2ccc(Br)cc2)CC1	2%	2%	-6	-4%	10	-7	-3%	2	8%	-6%
COc1ccccc1NC(=O)CCNS(=O)(=O)c1ccc2c(c1)CC(C)N2C(=O)C1CC1 (stereo not drawn)	0%	6%	4	8%	?	1	-1%	1	-4%	-6%
COc1ccccc1NC(=O)C(C)NS(=O)(=O)c1ccc(Cl)cc1 (stereo not drawn)	-4%	11%	-1	-1%	12	-7	·	-2	-7%	-6%
Cc1ccc(OCC(=O)N2CCN(S(=O)(=O)c3ccc(Cl)cc3)CC2)c([N+](=O)[O-])n1	-6%	3%	11	1%	-8	-3	-4%[46.1 µM]	2	-4%	0%
COc1cc(/C=N/n2c(C)nnc2C)cc(OC)c1OC	0%	·	-7	2%	37[activator]	-9	-6%	4	6%	-6%
C=CCNC(=S)N/N=C/c1ccc(OCc2ccccc2Cl)cc1	1%	-4%	-21	0%	13	-10	-2%	3	12%	-15%
CCCn1nc(C(=O)OCC(=O)Nc2ccc(C(N)=O)cc2)c2ccccc2c1=O	-2%	-1%	0	·	-11	-13	1%	·	·	0%
O=C(NCC1CCCN(Cc2ccc3c(c2)OCCO3)C1)c1ccc2c(c1)OCO2 (stereo not drawn)	1%	-3%	7	6%	-6	2	6%	0	1%	0%
COC(=O)CC1C(=O)NCCN1C(=S)Nc1cc(C)cc(C)c1 (stereo not drawn)	4%	0%	16	1%	0	6	1%	0	?	0%
CC(C)(C)C1CCC(=O)N(CCOc2ccccc2)CC1 (stereo not drawn)	0%	-1%	-12	·	-3	6	2%	4	-1%	?
CC1Sc2ccc(S(=O)(=O)CCC(=O)NC3CCCC(C)C3C)cc2NC1=O (stereo not drawn)	-1%	4%	21	-5%	6	3	-7%	1	-4%	2%
CCC1(c2ccc(F)cc2)NC(=O)N(CC(=O)Nc2ccc(N3CCCCC3)cc2)C1=O (stereo not drawn)	-1%	6%	1	·	?	14	-7%	·	·	0%
COC(=O)c1cc(NC(=O)CSc2nnc(N)s2)ccc1Cl	0%	3%	-11	2%	14	-6	·	8	-8%	?
COCCn1c(=NC(C)=O)sc2cc([N+](=O)[O-])ccc21	3%	-3%	-4	1%	-1	11	-13%[46.1 µM]	0	5%	2%
CCN(CC)CCn1cnc2c1c(=O)n(CCOC(=O)c1cc(OC)c(OC)c(OC)c1)c(=O)n2C	1%	2%	17	0%	-14	-8	4%	2	-9%	-17%
COc1cc(C(c2c(C)n(C)n(-c3ccccc3)c2=O)c2c(C)n(C)n(-c3ccccc3)c2=O)cc(Br)c1O	-5%	9%	-4	1%	1	34	2%	-1	-15%	5%
CCCCCn1c(N2CCC(C(N)=O)CC2)nc2c1c(=O)[nH]c(=O)n2C	2%	2%	6	8%	-9	0	2%	0	5%	?
CCCCOCCCNC(=O)N[C@@H](CC(C)C)C(=O)O	-4%	-2%	-4	1%	2	-1	0%	1	6%	0%
c1ccc2c(c1)ccc1ncccc12	2%	2%	-16	-1%	6	6	0%	1	0%	-4%
CN(C)S(=O)(=O)Oc1cccc(C(=O)Nc2cccc(Cl)c2)c1	-6%	-1%	-4	2%	10	-6	·	0	2%	?
C[C@H](NC(=O)c1nc[nH]c1C(=O)NC1CCN(C(=O)OC(C)(C)C)CC1)C(=O)OCc1ccccc1	4%	-4%	8	-4%	17	2	-3%	-1	-11%	?
CC(C)(C)C(=O)CN1CCN(C2c3ccccc3-c3ccccc32)CC1	2%	·	-30	2%	1	12	-3%	-2	-19%	-24%
COc1cc(NC(=O)c2ccccc2F)ccc1NC(=O)c1ccccc1Cl	-5%	6%	i	-6%	48[activator]	1	-5%	-1	40%[activator]	-3%
Cc1cc(Cl)ccc1OCC(=O)Nn1c(C)ccc1C	-6%	-1%	-7	-4%	-3	3	0%	3	-7%	5%
O=C(O)/C=C/C(=O)N1CCN(C(=O)/C=C/C(=O)O)CC1	2%	5%	0	·	-28	8	2%[46.1 µM]	-1	6%	4%
O=Cc1ccc(Cl)c(Cl)c1	-2%	5%	-9	·	?	-11	13%	·	·	-2%
CN(C)c1ccc(C(=O)OCc2ccccc2)cc1	0%	·	-5	-1%	8	-13	-5%	-1	-10%	?
Cc1cc(C)c(S(C)(=O)=O)c(Oc2ccccc2C)n1	15%	20%	4	-2%	10	10	3%	5	2%	-1%
Cc1ccc(S(=O)(=O)NCC(=O)OCC(=O)Nc2cccc(S(=O)(=O)NC3=NCCCCC3)c2)cc1C	0%	-9%	-3	10%	5	-2	5%	1	-3%	-11%
C=CCn1c(-c2ccccc2)c[nH]c1=S	?	·	1	-2%	-1	45	2%	-3	0%	?
Cc1ccc(CN(C)C(=O)c2cccc(S(=O)(=O)N3CCc4ccccc43)c2)cc1	4%	4%	1	·	-4	-23	-5%	·	·	?
Oc1ccccc1/C=N/NC1=NCCCCC1	5%	4%	-23	-1%	0	3	-5%	1	2%	-6%
COC(=O)CSc1nnc(-c2ccco2)n1Cc1ccco1	-3%	10%	2	2%	-3	·	1%	-1	-5%	1%

# Screening results: PubChem BioAssay, National Center for Advancing Translational Sciences (NCATS)

# Random draw from the library. Share with any hit: about 1.6%.
